GPR151 ag – activators of human GPR151, primary screen, cell-based, PathHunter beta-arrestin, luminescence. G-protein coupled receptor 151 (Homo sapiens), Q8TDV0. PathHunter beta-arrestin GPR151 cells. activation, % at 11.2 µM. actives 1% (n = 650,000). AID 1508602, 2020; in the data active = activation above about 4.9%;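 also: 0% = median of compound wells and 100% = cells with positive control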
Target sequence (Q8TDV0 whole entry, looked up): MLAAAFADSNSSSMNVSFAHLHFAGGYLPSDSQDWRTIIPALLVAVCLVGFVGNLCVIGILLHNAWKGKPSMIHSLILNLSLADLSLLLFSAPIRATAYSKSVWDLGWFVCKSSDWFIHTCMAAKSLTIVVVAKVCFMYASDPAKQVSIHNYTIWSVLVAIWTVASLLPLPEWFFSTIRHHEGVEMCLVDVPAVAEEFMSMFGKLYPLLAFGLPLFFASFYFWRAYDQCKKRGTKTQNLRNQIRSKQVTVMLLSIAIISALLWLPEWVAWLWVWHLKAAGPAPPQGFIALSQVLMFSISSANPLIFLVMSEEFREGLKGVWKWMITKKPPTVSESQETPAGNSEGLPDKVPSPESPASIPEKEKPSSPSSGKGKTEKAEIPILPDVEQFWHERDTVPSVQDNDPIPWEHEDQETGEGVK
FBW7 act – FBW7 E3 ligase activators, primary screen, biochemical, AlphaScreen, human | actives 0.13% (n = 650,000) | AlphaScreen FBW7–phospho-cyclin E peptide binding, activator screen | normalized activity (activation), % at 26.1 µM | F-box/WD repeat-containing protein 7 (Homo sapiens), Q969H0; in the data active = normalized activity above about 1.9%;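 also: purified mutant Fbw7 with reduced substrate affinity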
TEAD-YAP block – TEAD-YAP interaction inhibition, primary screen, TEAD-YAP interaction inhibitor project, luminescence, HEK-TIYL cells. TEAD-Gal4/YAP UAS-luciferase luminescence. inhibition, % at 9.12 µM. actives 1.4% (n = 640,000). AID 1259422, 2018; in the data active = inhibition above about 32%;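 also: 0% = median of test compound wells and 100% = reference inhibitor wells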
MITF primary – MITF inhibitors, primary screen, biochemical, AlphaScreen, human; AlphaScreen MITF homodimerization, bead proximity signal; AID 1259374, 2018; inhibition, % at 2.6 µM; actives 0.91% (n = 650,000); Microphthalmia-associated transcription factor (Homo sapiens), O75030; in the data active = inhibition above about 50%;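 also: 0% = vehicle wells with protein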
Target sequence (O75030 whole entry, looked up): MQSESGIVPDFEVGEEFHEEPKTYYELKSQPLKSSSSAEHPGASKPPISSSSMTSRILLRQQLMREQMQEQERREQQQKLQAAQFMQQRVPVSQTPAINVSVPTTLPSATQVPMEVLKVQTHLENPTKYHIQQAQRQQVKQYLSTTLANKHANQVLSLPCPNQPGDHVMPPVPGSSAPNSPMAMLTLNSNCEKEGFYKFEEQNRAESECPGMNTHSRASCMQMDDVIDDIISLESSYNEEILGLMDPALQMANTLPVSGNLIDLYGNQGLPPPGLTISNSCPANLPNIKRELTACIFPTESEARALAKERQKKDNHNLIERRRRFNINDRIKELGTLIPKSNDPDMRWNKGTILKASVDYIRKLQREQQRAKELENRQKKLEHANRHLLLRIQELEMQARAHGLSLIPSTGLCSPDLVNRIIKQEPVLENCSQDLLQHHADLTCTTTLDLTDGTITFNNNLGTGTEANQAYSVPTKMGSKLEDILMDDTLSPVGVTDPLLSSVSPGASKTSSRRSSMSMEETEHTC
The depositor's hits bear a star; · = no result given.

item	molecule	GPR151 ag	FBW7 act	TEAD-YAP block	MITF primary
1	CC1=C(C(=O)OC2CCCC2C)C(c2cccc([N+](=O)[O-])c2)NC(=O)N1 (configuration not stated)	-0.6	0.0	-5.8	17.4
2	CC(=O)Nc1ccc(NC(=O)C/C(C)=N/NC(=O)C(=O)N2CCCC2)cc1	0.6	0.1	-0.3	17.1
3	CC1CCCC(NC(=O)C2N(CCCN3CCN(Cc4ccccc4)CC3)C(=O)C3C(C(=O)Nc4cccc(Cl)c4)C4C=CC32O4)C1C (configuration not stated)	1.9	0.0	-3.8	-2.8
4	O=C(NCCCN1CCCC1=O)c1ccc2nc(-c3cccs3)sc2c1	-1.7	0.1	7.8	34.1
5	CCN1C(=O)[C@H]2[C@H]3[C@H](O)[C@H](O)C/C(=N\O[C@@H](C)CN4CCCCc5nc(C)c(C)cc54)[C@@H]3CC[C@H]2C1=O	0.5	0.0	·	5.6
6	Cc1ccc(F)cc1NC(=O)[C@@H](NC(=O)c1ccccc1F)C(C)C	0.6	-0.2	-10.9	-11.8
7	CC(=O)Nc1ccccc1C(=O)C(=O)Nc1ccc(Cl)cc1Cl	0.2	0.0	-3.5	1.9
8	N#Cc1ccsc1NC(=O)c1cnccn1	1.4	-0.6	-9.2	-7.0
9	CCOC(=O)c1ccc(-c2ccc(/C=C3/C(=N)N4N=C(C(C)C)SC4=NC3=O)o2)cc1	-1.1	-0.3	-41.4	1.5
10	Cc1cc(C)nc(N(C#N)CCOc2ccc(Cl)cc2Cl)n1	0.7	0.1	-14.8	-4.7
11	OCC1CCCN(C(=S)Nc2ccccc2F)C1 (configuration not stated)	-1.1	0.0	-6.7	8.6
12	CC(C)(C)c1csc2ncc(C(=O)NC3CCCCC3)c(=O)n12	-0.6	0.2	10.2	-3.5
13	CCOC(=O)C1=C(C)N=c2s/c(=C/c3ccc(N(C)C)cc3)c(=O)n2C1c1cccc([N+](=O)[O-])c1 (configuration not stated)	2.1	0.1	0.3	-0.3
14	COc1ccc(N2CCN(C(c3ccc(F)cc3)c3nnnn3Cc3ccco3)CC2)cc1 (configuration not stated)	0.5	-0.2	-9.1	-0.5
15	CCc1ccc(-n2nc3ccc(NC(=O)c4ccc(OC)c(OC)c4)cc3n2)cc1	0.3	-0.1	-5.5	-9.1
16	Cc1c2cnn(CC(=O)NC(C)c3ccccc3)c(=O)c2c(C)n1Cc1ccc(F)cc1 (configuration not stated)	-0.6	0.4	15.5	14.0
17	O=S1(=O)N=CNc2ccccc21	1.1	-0.1	-5.4	4.8
18	O=C(NCCCN1CCOCC1)c1cc(COc2cccc3cnccc23)on1	0.0	0.2	11.9	12.2
19	c1coc(C(CNc2ncnc3sc4c(c23)CCC4)N2CCCC2)c1 (configuration not stated)	0.6	-0.1	-0.6	-3.0
20	COc1ccccc1C(=O)NN1C(=O)/C(=C/c2ccccc2)SC1=S	-0.7	-0.1	-9.7	-1.9
21	COc1cccc2sc(=NC(=O)CN3C(=O)c4ccccc4C3=O)n(C)c12	1.2	-0.1	-6.4	0.3
22	O=C(O)c1cc(-c2ccc(C(=S)N3CCOCC3)o2)ccc1Cl	-1.3	-0.8	-53.3	-0.6
23	Cc1ccc(S(=O)(=O)NCCOc2ccccc2)c(C)c1NS(C)(=O)=O	0.6	-0.1	3.7	-10.2
24	Cc1occc1C(=O)N/N=C/C(Cl)=C/c1ccccc1	-5.9	0.1	-39.0	4.8
25	COCCN1C(=O)/C(=C/c2c(N(C)CCO)nc3ccccn3c2=O)SC1=S	0.1	0.0	12.2	3.0
26	CC1Cc2nc(SCC(=O)N3CCCCC3)n(Cc3ccccc3)c(=O)c2S1 (configuration not stated)	1.8	-0.2	-12.8	-11.6
27	N#C/C(=C\c1ccc(O)c(O)c1)C(=O)NCCc1ccccc1	0.3	-0.3	-6.6	-0.3
28	O=C(NNc1cc(N2CCCC2)nc(N2CCCC2)n1)c1ccccc1	0.6	-0.1	16.7	-2.9
29	Cc1cccc(NC(=O)c2cc(S(=O)(=O)N(C)Cc3ccccc3)ccc2F)c1	0.0	0.4	-3.1	2.2
30	COC(=O)C1CCN(C(=O)c2ccc(OC3CCN(Cc4ccccn4)CC3)cc2)CC1	-0.5	0.0	3.4	-3.6
31	COc1cc(Nc2nc(Nc3ccnn3C)nc3c2ncn3CCN2CCCC2=O)cc(OC)c1OC	0.9	0.1	-1.0	-0.8
32	O=[N+]([O-])c1ccc(CSC2=NCCN2)cc1	7.2*	-0.1	20.4	-2.6
33	O=S(=O)(Nc1ccccc1I)c1ccc2ccccc2c1	0.6	-0.1	-4.1	25.9
34	CCOC(=O)C1CCCN(Cc2nc(N)c3ccc(Cl)cc3n2)C1 (configuration not stated)	-0.4	0.0	2.2	4.5
35	O=C(O)[C@@H]1CCCN1C(=O)/C=C/c1ccc(F)cc1	1.2	0.0	-4.8	1.0
36	CN(C)CCNc1ccnc2c(-c3ccc(Cl)cc3)cnn12	-1.6	0.1	-42.5	-30.6
37	CC(C)(C)NC(=O)c1nn2c(c1Br)NC(c1cccs1)CC2C(F)(F)F (configuration not stated)	1.8	0.0	4.1	-6.1
38	Cc1c(-c2cccc(NC(=O)C(C)(C)Oc3ccc(Cl)cc3)c2)nc2ncccn12	-1.0	0.6	-4.8	-1.8
39	COc1cc(Br)c(C2CC(=O)NC(C)=C2C(=O)OC2CCCC2)cc1OC (configuration not stated)	-1.2	0.1	-3.2	6.6
40	COc1ccc(NC(=O)c2cc(N3CCOCC3)nc3ccccc23)cc1Cl	-0.2	0.3	2.9	-17.1

The final 4 entries of the section above lead into the next.
item	molecule	GPR151 ag	FBW7 act	TEAD-YAP block	MITF primary
37	CC(C)(C)NC(=O)c1nn2c(c1Br)NC(c1cccs1)CC2C(F)(F)F (configuration not stated)	1.8	0.0	4.1	-6.1
38	Cc1c(-c2cccc(NC(=O)C(C)(C)Oc3ccc(Cl)cc3)c2)nc2ncccn12	-1.0	0.6	-4.8	-1.8
39	COc1cc(Br)c(C2CC(=O)NC(C)=C2C(=O)OC2CCCC2)cc1OC (configuration not stated)	-1.2	0.1	-3.2	6.6
40	COc1ccc(NC(=O)c2cc(N3CCOCC3)nc3ccccc23)cc1Cl	-0.2	0.3	2.9	-17.1
41	CCCCNc1ccc(S(N)(=O)=O)cc1NS(=O)(=O)c1ccc2ccccc2c1	-1.1	0.1	7.2	8.8
42	CCCCOc1ccccc1C1C(C(=O)OCCc2ccccc2)=C(C)NC2=C1C(=O)CCC2 (configuration not stated)	-0.3	0.3	-2.2	2.7
43	CCOc1ccc(NC(=O)C2c3cccc[n+]3CC(=O)N2c2ccccc2O)cc1 (configuration not stated)	5.1*	0.0	-35.0	8.6
44	COc1ccccc1NC(=O)C1=C(C)Nc2nc(CCCO)nn2C1c1ccncc1 (configuration not stated)	0.9	-0.1	-1.6	-1.8
45	COc1cc(C=C2C(=O)NC(=O)NC2=O)ccc1OCCOc1ccc(C)cc1C	0.6	0.0	-5.8	1.9
46	CCN(Cc1ccncc1)C1CCCN(C(=O)Nc2ccccc2SC)C1 (configuration not stated)	-2.0	-0.1	-2.2	4.9
47	O=C(N/N=C/c1ccc2c(c1)OCO2)C(=O)N/N=C/c1ccc2c(c1)OCO2	-0.1	0.1	-0.4	-2.8
48	CSCCC(C(=O)O)N1C(=O)C2C3C=CC(C3)C2C1=O (configuration not stated)	1.0	0.4	-6.2	11.6
49	C=CCn1c(C2CC(=O)N(c3cccc(SC)c3)C2)nc2ccccc21 (configuration not stated)	-0.3	-0.1	-2.2	4.5
50	Cn1c2ccccc2c2cc(C3Nc4ccccc4C(=O)N3Cc3ccco3)ccc21 (configuration not stated)	-1.5	0.1	12.0	9.7
51	CCc1c(C(=O)N/N=C/c2cc(Br)ccc2O)nnn1-c1nonc1N	-0.9	-0.1	6.0	-14.6
52	Cc1ccc(NCC(=O)n2nc(C)cc2C)c(C)c1	0.6	0.0	7.7	-0.8
53	Cn1c(SCC(=O)NCc2ccccc2)nnc1-c1ccncc1	0.3	0.2	8.5	11.9
54	CCN1C(=O)S/C(=C/c2cccc(F)c2)C1=O	-0.5	0.3	-6.7	11.9
55	CCC(=O)NC(=S)Nc1ccccc1OC	0.9	0.1	-8.5	-23.6
56	COc1ccc(Cl)cc1NC(=O)Cn1c(=O)n(C)c2ncccc21	-0.8	-0.2	-4.1	5.4
57	O=C(Nc1nnc(Cc2ccccc2F)s1)c1ccc(F)cc1	0.2	-0.2	-1.6	1.9
58	O=C(COC(=O)c1cnccn1)c1ccc([N+](=O)[O-])cc1	0.0	-0.2	3.3	1.4
59	c1ccc(OCCCn2nnc(-c3cccnc3)n2)cc1	0.8	0.1	-0.9	-0.7
60	FC(F)(F)c1ccc(Nc2nccc(NCCN3CCOCC3)n2)cc1	-0.2	0.0	-0.2	5.3
61	O=C(CCCCCN1C(=O)c2ccccc2C1=O)Nc1ccc(F)c(Cl)c1	-1.0	0.0	2.9	12.4
62	O=C(Nc1ccc(F)cc1)C(=O)C1C(=O)Nc2ccccc21 (configuration not stated)	0.8	0.0	5.0	5.9
63	Cc1ccc(S(=O)(=O)NCCOc2nc(NC(C)C)nc(NC(C)C)n2)cc1	1.8	0.0	12.4	-6.2
64	CC(=O)N1CCN(C(=O)c2ccc(Cn3ccnc3)cc2)CC1	1.5	0.2	7.1	10.1
65	CCC(C)(C)NC(=O)C(c1cccs1)N(C(=O)c1ccn[nH]1)c1ccccc1 (configuration not stated)	0.0	0.0	-2.8	13.6
66	CC1=Nc2cc(C(=O)NCCN3CCOCC3)ccc2Sc2ccc(Cl)cc21	-0.7	0.2	0.5	9.2
67	CCN1C=CC(=C(/C=C2\C=CC=CC2=O)CS(=O)(=O)O)C=C1	0.3	-0.2	2.8	64.7*
68	Cc1ccc(C(O)(C(=O)NN2CCOCC2)c2ccc(C)cc2)cc1	-0.7	0.0	-4.8	5.0
69	CN(C)c1ccc(S(=O)(=O)NCC(=O)NCc2ccccc2)cc1[N+](=O)[O-]	-0.6	-0.1	11.2	-2.5
70	CC(=O)Nc1ccc(Nc2nc(-c3ccc(Br)cc3)cs2)cc1	-0.2	-0.1	-55.6	9.9
71	O=C(CCN1C(=O)c2ccccc2C1=O)Nc1ccc(O)cc1C(=O)O	-0.9	0.1	4.9	4.8
72	COc1ccc(-c2[nH]ncc2C(=O)NCc2ccc(F)cc2)cc1	1.3	-0.2	-2.4	1.6
73	Cc1cc(NS(=O)(=O)c2ccc(NC(=O)c3ccc(Cl)cc3Cl)cc2)no1	-0.3	0.0	-8.5	-8.1
74	CC(=O)C1=C(O)C(=O)N(CCN2CCOCC2)C1c1ccccc1 (configuration not stated)	-0.2	0.2	-1.8	-1.8
75	CC(=O)N1CCc2c(sc(NC(=O)c3ccc(C)cc3)c2C(N)=O)C1	-2.0	0.1	-23.6	11.1
76	CC(C)(C)c1ccc(C(=O)Nc2ccc(S(=O)(=O)N3CCc4ccccc43)cc2)cc1	0.4	0.3	18.4	1.1
77	CCOC(=O)c1cnc(SCC(=O)Nc2ccc(C)c(Cl)c2)nc1N	-0.5	0.0	0.5	4.3
78	O=C1C2C3c4ccccc4C(c4ccccc43)C2C(=O)N1c1cccc(C(F)(F)F)c1 (configuration not stated)	-1.2	0.0	0.9	1.5
79	O=C1Cc2cc(S(=O)(=O)N3CCN(c4cccc(Cl)c4)CC3)cc3c2N1CCC3	2.1	0.0	-0.6	10.2
80	O=C1/C(=C\c2cc(Br)ccc2OCc2ccccc2)SC(=Nc2ccccc2)N1c1ccccc1	0.7	-0.2	-0.1	-6.7
81	CC(C)(C)Nc1c(-c2ccc(O)cc2)nc2ccccn12	-0.8	0.2	-0.3	20.1
82	O=C1C=c2ccccc2=C/C1=C\c1[nH]c(=S)[nH]c1O	0.1	0.1	0.5	-1.3
83	COc1ccc(S(=O)(=O)N2CCC(C(=O)Nc3cc(C)cc(C)c3)CC2)cc1	-0.2	0.0	10.7	-10.7
84	O=C1OC(c2ccccc2)=C/C1=C\N1CCOCC1	0.0	-0.1	-4.0	7.3
85	CC(C)(C)c1ccc(S(=O)(=O)N2CCN(c3ccc([N+](=O)[O-])c(N4CCCCC4)c3)CC2)cc1	-0.9	0.6	-3.9	26.8
86	CC1CCCC(N(C)S(=O)(=O)c2cc(Br)cnc2N)C1C (configuration not stated)	0.2	-0.1	-4.9	2.6
87	Cc1cccc(N(C)S(=O)(=O)c2ccc3c(c2)CCN3C(=O)C2CC2)c1	2.0	-0.1	-4.2	1.6
88	O=C(N/N=C/c1ccc(C(=O)O)cc1)C(=O)Nc1ccc(Cl)c(Cl)c1	-0.4	-0.1	-1.8	-3.6
89	CC(C)N(C(=O)COC(=O)c1ccc(N)c([N+](=O)[O-])c1)C(C)C	0.1	0.0	3.3	2.5
90	Cc1cc(C)cc(NC(=O)c2ccc3c(=O)n(-c4ccccc4)c(=S)[nH]c3c2)c1	2.1	0.1	3.7	12.5
91	O=C(Nc1nc(-c2ccc(Cl)cc2)cs1)c1cccnc1	1.5	0.2	-1.7	-15.0
92	O=C(CSc1ccc2nnc(-c3ccc(Cl)cc3)n2n1)N1CCCCCC1	-0.2	0.0	8.7	10.9
93	N#Cc1ccc(Cl)cc1NC(=O)CSCCO	-1.6	-0.1	22.5	2.5
94	O=C(NC1(C(F)(F)F)NC(=O)N(Cc2ccco2)C1=O)c1ccccc1 (configuration not stated)	-0.5	0.8	2.7	0.1

Source: PubChem
